# Assay outcomes deposited in PubChem by several laboratories.
# DSG3 Ab inh = human desmoglein-3 autoantibody binding inhibition. P32926. DSG3-coupled beads, scFv-anti-DSG3-GFP binding, flow cytometry; hits give low values. binding (percent of control), % at 10 µM. 310,000 compounds, 0.48% hits. AID 588358;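 active = binding more than 3 SD below its plate's average and above zero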;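 note: hits lower antibody fragment binding to DSG3; some compounds called inactive have numbers as strong as hits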
# PKA-R1A activ = activators of PKA-R1A complex; AID 504707; activation, % at 11.4 µM; 340,000 compounds, 0.083% hits; PKA-R1A dissociation, Cy5-IP20 fluorescence polarization; scaled: DMSO 0%, 113 µM cGMP 100%;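 active = percent activation above the mean of all tested compounds plus 3 SD, cut at about 19% in these data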;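 note: higher means more PKAc released from R1A so a rise in polarization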
# dFosB act = activators of mouse delta FosB homodimer | P13346 | purified delta FosB, TAMRA-CDK5 oligo fluorescence polarization; percent of positive-control signal above neutral wells | activation, % at 25 µM | 340,000 compounds, 0.99% hits | AID 493131;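 active = mean activation above about 17%, with every replicate also reaching it, limit read from the data, passing the limit was not always enough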;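 note: fluorescence polarization rise as delta FosB binds a TAMRA Cdk5 AP-1 oligo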
# Mot1-301 SUMO = SUMOylation pathway inhibition by Mot1-301 growth rescue; S. cerevisiae Mot1-301 growth rescue, ATP luminescence, 38.5C; percent above DMSO median, 100 means doubled; growth rescue, % at 18.8 µM; 320,000 compounds, 1% hits; AID 2716;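 active = every valid replicate shows activation above 250% relative to neutral control wells; inactive = the rest, any valid replicate at or below 250%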;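 note: OY570 slx delta 5 strain wells were the positive control but not used for scaling; some compounds called inactive have numbers as strong as hits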
# NSD2 HMT inh = inhibitors of human histone methyltransferase NSD2; O96028; NSD2 peptide methylation, AlphaScreen, 120 min; inhibition, % at 12.5 µM; 310,000 compounds, 0.54% hits; in the data active = inhibition above about 50%
# Target sequence (O96028 whole entry, looked up): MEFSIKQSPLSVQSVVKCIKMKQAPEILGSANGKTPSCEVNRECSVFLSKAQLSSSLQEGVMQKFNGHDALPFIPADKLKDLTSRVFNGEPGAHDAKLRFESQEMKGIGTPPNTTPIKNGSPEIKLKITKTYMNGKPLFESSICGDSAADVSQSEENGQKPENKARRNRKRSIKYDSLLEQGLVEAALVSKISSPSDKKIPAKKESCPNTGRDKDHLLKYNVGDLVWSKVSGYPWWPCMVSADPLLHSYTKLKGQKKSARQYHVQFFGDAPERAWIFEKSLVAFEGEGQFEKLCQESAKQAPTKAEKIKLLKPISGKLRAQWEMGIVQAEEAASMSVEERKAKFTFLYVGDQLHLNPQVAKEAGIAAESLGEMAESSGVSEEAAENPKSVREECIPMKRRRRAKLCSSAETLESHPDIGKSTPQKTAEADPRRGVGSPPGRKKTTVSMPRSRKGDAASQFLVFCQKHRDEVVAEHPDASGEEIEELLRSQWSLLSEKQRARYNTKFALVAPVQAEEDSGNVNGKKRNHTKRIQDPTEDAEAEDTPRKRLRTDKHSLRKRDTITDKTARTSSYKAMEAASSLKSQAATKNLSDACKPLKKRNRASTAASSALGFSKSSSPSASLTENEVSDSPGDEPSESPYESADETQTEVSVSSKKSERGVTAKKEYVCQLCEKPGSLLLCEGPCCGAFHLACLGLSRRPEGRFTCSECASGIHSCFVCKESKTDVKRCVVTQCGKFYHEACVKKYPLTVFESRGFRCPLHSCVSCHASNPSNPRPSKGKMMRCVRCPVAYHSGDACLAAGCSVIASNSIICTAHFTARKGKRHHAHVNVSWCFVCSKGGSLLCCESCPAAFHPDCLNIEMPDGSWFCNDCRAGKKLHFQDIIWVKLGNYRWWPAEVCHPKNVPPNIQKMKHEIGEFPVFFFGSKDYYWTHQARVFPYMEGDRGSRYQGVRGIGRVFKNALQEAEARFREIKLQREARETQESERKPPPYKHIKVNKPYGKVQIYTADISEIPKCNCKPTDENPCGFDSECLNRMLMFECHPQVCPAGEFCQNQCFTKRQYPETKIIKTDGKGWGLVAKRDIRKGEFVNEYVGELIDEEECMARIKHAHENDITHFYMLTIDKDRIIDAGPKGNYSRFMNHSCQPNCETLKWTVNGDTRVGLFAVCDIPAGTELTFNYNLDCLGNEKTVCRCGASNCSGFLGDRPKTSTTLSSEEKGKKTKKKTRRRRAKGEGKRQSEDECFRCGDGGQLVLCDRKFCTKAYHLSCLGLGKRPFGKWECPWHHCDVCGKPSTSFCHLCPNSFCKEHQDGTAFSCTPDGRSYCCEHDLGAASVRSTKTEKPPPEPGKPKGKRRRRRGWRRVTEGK
# MITF act = increases MITF-driven TRPM1 promoter luciferase signal. SK-MEL-5 TRPM1-promoter luciferase, 24 h; % of positive control, neutral wells = 0. activation, % at 12.5 µM. 300,000 compounds, 0.75% hits;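 active = mean activation of at least 80% with every replicate also reaching 80%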;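 note: 0% = neutral control wells and 100% = parthenolide positive control wells; values of inactives mirror those of a sister screen read the other way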
# CDK5 inh = CDK5/p35 (human) kinase inhibition; AID 488839; 330,000 compounds, 0.01% hits; Q00535+Q15078; inhibition, % at 10 µM; Recombinant CDK5/p35, ADP-Glo luminescence, 60 min;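 active = highest replicate inhibition of at least 50% and at least 75% of replicates reaching 50%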;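 note: plate controls were DMSO neutral control for no effect and GW8510 at 10 µM for full effect; many of its hits are not listed in these tables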
# Arrestin-AP2 inh = inhibitors of human beta-arrestin and AP2 interaction; FITC-arrestin peptide / GST-AP2 beads, flow cytometry; AP2 beta2 appendage carries R879A mutation; inhibition, % at 10 µM; 340,000 compounds, 0.31% hits; AID 504490;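 active = inhibition above a set limit, near 3 SD of compounds lacking own fluorescence, cut at about 54% in these data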;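 note: plate controls were DMSO wells for no effect and 5 µM unlabelled arrestin peptide for full effect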
#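 system = GST-tagged AP2 beta2-adaptin appendage (R879A) on 4 µm glutathione beads | reagent = FITC-labelled arrestin peptide probe, 50 nM final | schedule = compound with beads 12 min RT, then probe 1 h RT | signal = HyperCyt-sampled flow cytometry, FL1 channel, ex 488/em 535 nm | read-out = percent response from loss of bead-bound FITC fluorescence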
# SR-BI uptake up = enhances SR-BI lipid uptake from DiI-HDL. 320,000 compounds, 0.096% hits. CHO ldlA[mSR-BI] cells, DiI-HDL uptake fluorescence, 3 h; 100 = double the neutral-control signal. activation, % at 12.5 µM. AID 504775;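 active = mean replicate activation of at least 60% and every replicate at or above 60%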;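 note: 0% = median plate neutral-control signal and 100% = twice that signal; values of inactives mirror those of a sister screen read the other way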
#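 material = CHO ldlA[mSR-BI] cells | medium = Ham's F12 with 0.5% BSA, HEPES 25 mM, pH 7.4 | reagent = fluorescent DiI-HDL, 10 µg/mL final | compound dosing = single-point compound dose | incubation = 3 h, 37 °C | measured by = bottom-read fluorescence, 550/595 nm | measure = HDL uptake via cellular fluorescence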
# SR-BI DiI inh = inhibitors of mouse SR-BI mediated HDL lipid uptake; inhibition, % at 12.5 µM; AID 488896; 320,000 compounds, 0.96% hits; ldlA[mSR-BI] CHO cells, DiI-HDL uptake fluorescence, 3 h;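 active = mean replicate inhibition of at least 70% and a set share of replicates each scoring 70 or more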;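 note: 0% = median of neutral control wells and 100% = median of positive control wells; values of inactives mirror those of a sister screen read the other way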
# PKA-R2B activ = PKA-R2B complex activation | PKA-R2B holoenzyme dissociation, Cy5-IP20 fluorescence polarization; R2B truncated from residue 108, S112A mutant; 0% DMSO only, 100% 113 µM cGMP | activation, % at 11.4 µM | 340,000 compounds, 0.079% hits | AID 504700;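 active = activation above a cutoff set at the mean over all compounds plus 3 SD, cut at about 18% in these data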;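 note: higher means more holoenzyme dissociation and a rise in polarization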
# The depositor's hits bear a star; x = not tested or not shown.
No.	DSG3 Ab inh	PKA-R1A activ	dFosB act	Mot1-301 SUMO	NSD2 HMT inh	MITF act	CDK5 inh	Arrestin-AP2 inh	SR-BI uptake up	SR-BI DiI inh	canonical_smiles	PKA-R2B activ
1	106	5	-5	-2	x	9	0.1	1	-18	18	COCCCNC(=S)N/N=C/c1ccc(OC)c(Br)c1	-5
2	100	3	-13	x	-1	53	-0.1	8	-22	22	CC(/C=C/c1ccccc1F)=N\NC(=O)c1cccc(F)c1	-11
3	111	-6	-13	140	x	-94	0.6	0	19	-19	COC(=O)C1=C(C)N(Cc2ccccc2)C(=NCc2cccc(C(F)(F)F)c2)N[C@H]1c1cccc(C(F)(F)F)c1	-14
4	102	-5	2	-7	-1	3	2.7	-2	16	-16	CC(C)CNS(=O)(=O)c1ccc(CCC(=O)NC2CCCC2)cc1	4
5	109	3	-6	6	3	82*	0.8	-6	-12	12	O=c1oc(/C=C/c2ccco2)nc2sc3c(c12)CCC3	3
6	106	-8	-1	x	x	5	-2.1	-4	4	-4	CCOC(=O)CC[C@H](NC(=O)Cn1cc(C)c(=O)[nH]c1=O)C(=O)OCC	10
7	100	8	-7	-21	0	1	-2.0	0	7	-7	Cc1ccc(OCc2ccc(C(=O)Nc3nccs3)o2)cc1C	-8
8	106	-8	4	37	x	-9	0.5	2	5	-5	CCN1CCN(C(c2cccs2)C(C)NC(=O)c2ccccc2)CC1 (stereo not drawn)	-2
9	113	-4	-6	-4	3	x	-1.2	-4	-6	6	C=CCn1c(SCC(=O)Nc2nc3ccccc3s2)nc(O)c(CC)c1=O	-7
10	94	6	-7	x	-1	-2	0.3	-10	x	x	O=C1N(Cc2cccc(Cl)c2)C[C@@H]2C[C@@H](c3ccccn3)N3CCC[C@@]123	1
11	95	5	1	57	9	-4	0.9	2	35	-35	CN(C(=O)Cn1cnc2ccccc2c1=O)C1CCS(=O)(=O)C1 (stereo not drawn)	2
12	x	11	3	11	x	29	-2.1	6	10	-10	CCCCCCCCCCCCC(=O)CCCCC(=O)O	3
13	103	-7	-2	-19	4	-3	0.1	21	8	-8	O=C1CC(c2ccccc2)Cc2nc(NCc3ccco3)ncc21 (stereo not drawn)	1
14	x	-1	5	2	-12	4	-6.7	12	17	-17	O=C(NCC(c1cccnc1)N1CCOCC1)c1ccc2c(c1)OCO2 (stereo not drawn)	-3
15	96	-2	-10	-3	0	-1	-0.9	-5	-16	16	CCN(CC)S(=O)(=O)c1cc(NC(=O)CSc2nnc(N)s2)ccc1C	6
16	105	-11	-2	37	-3	x	0.8	-18	7	-7	CC1CN(C(=S)Nc2ccc(Br)cc2)CC(C)O1 (stereo not drawn)	0
17	101	0	-2	0	5	x	-0.6	20	3	-3	O=C(NCCCN1CCOCC1)[C@@H]1CSC2c3ccccc3C(=O)N21 (stereo partly drawn)	-8
18	100	-10	-11	-2	-2	-10	-2.0	16	16	-16	O=C(COc1ccc(Br)cc1Cl)Nn1cnnc1	2
19	96	x	-11	-2	-2	x	1.6	-4	-18	18	CC(=C/c1ccccc1)/C=N/NC(=O)c1ccccn1	x
20	x	-2	-4	175	-1	11	-1.5	-12	9	-9	CCN(CC)C(=O)Cn1cc(S(=O)(=O)CC(=O)N2CCOCC2)c2ccccc21	13
21	108	-6	-4	-10	-2	x	-0.3	-17	2	-2	C/C(=N\NC(=O)Cc1ccc(Cl)cc1)c1ccc(F)cc1	-1
22	x	-12	-8	-2	3	12	-0.9	-2	0	0	COc1ccc(NC(=O)CCNS(=O)(=O)c2cc(Br)cnc2N)c(OC)c1	4
23	80	-3	-7	236	-2	-3	0.9	-1	17	-17	N#CCOC(=O)C1c2ccccc2Oc2ccccc21	0

# MITF act, entries above that show a hit
No.	DSG3 Ab inh	PKA-R1A activ	dFosB act	Mot1-301 SUMO	NSD2 HMT inh	MITF act	CDK5 inh	Arrestin-AP2 inh	SR-BI uptake up	SR-BI DiI inh	canonical_smiles	PKA-R2B activ
5	109	3	-6	6	3	82*	0.8	-6	-12	12	O=c1oc(/C=C/c2ccco2)nc2sc3c(c12)CCC3	3

# Among those listed so far, four have bromine:
No.	DSG3 Ab inh	PKA-R1A activ	dFosB act	Mot1-301 SUMO	NSD2 HMT inh	MITF act	CDK5 inh	Arrestin-AP2 inh	SR-BI uptake up	SR-BI DiI inh	canonical_smiles	PKA-R2B activ
1	106	5	-5	-2	x	9	0.1	1	-18	18	COCCCNC(=S)N/N=C/c1ccc(OC)c(Br)c1	-5
16	105	-11	-2	37	-3	x	0.8	-18	7	-7	CC1CN(C(=S)Nc2ccc(Br)cc2)CC(C)O1 (stereo not drawn)	0
18	100	-10	-11	-2	-2	-10	-2.0	16	16	-16	O=C(COc1ccc(Br)cc1Cl)Nn1cnnc1	2
22	x	-12	-8	-2	3	12	-0.9	-2	0	0	COc1ccc(NC(=O)CCNS(=O)(=O)c2cc(Br)cnc2N)c(OC)c1	4
